Platelet DG rel: modulates dense granule release in human platelets; human platelet-rich plasma, SFLLRN dense granule ATP release, luminescence; inhibition, %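 (compounds screened at 7.5 µM in platelet-rich plasma)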; actives 0.22% (n = 300,000);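 active means mean replicate score, as percent of positive control, at or above 50; inconclusive means mean below 50 but at least one replicate at or above 50; inactive means mean and every replicate below 50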
HIF act: HIF pathway transcriptional activation; actives 0.32% (n = 300,000); U2OS HRE-luciferase reporter, luminescence; normalized: DMSO 0%, desferrioxamine 100%; activation, % at 7.5 µM (by protocol); AID 1910;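 active means mean activation of at least 10% of the iron chelator positive control signal, with at least half of replicates also reaching 10%; inconclusive means mean and replicate majority disagree about reaching 10%; inactive means mean and most replicates under 10%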
AI-2 QS modul: Vibrio harveyi AI-2 quorum sensing modulation; Vibrio harveyi JMH597 AI-2 luminescence/OD600 ratio, 9 h; stronger effect = lower value; strain lacks LuxN and CqsS sensors; 0 = neutral-control median; activity change, % at 7.5 µM; actives 0.4% (n = 300,000); in the data active means activity change below about -75%, passing the limit was not always enough; inconclusive means no clear call, values can overlap the other calls;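 further: luminescence divided by OD600 gain over 9 h not by final OD600 alone; inactives centre near 13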
HSP90 refold inh: HSP90 refolding inhibition in rabbit reticulocyte lysate; AID 1789; inhibition, % at 5.6 µM; actives 0.91% (n = 290,000); luciferase refolding luminescence, 3 h;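 active means inhibition above the screen-wide mean plus 3 SD, computed separately per campaign, cut at about 16% in these data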;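 further: 0% = DMSO wells and 100% = 60 µM geldanamycin wells; inhibitors lower the luminescence because luciferase stays unfolded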
aSyn UTR inh: MLPCN primary screen, SNCA 5' untranslated region; actives 0.82% (n = 300,000); alpha-synuclein 5'UTR reporter, inhibitor activity; inhibition, % (tested at 7.5 µM); in the data active means inhibition above about 60%; inconclusive means no clear call, values can overlap the other calls;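 further: H4 neuroglioblastoma cells stably carrying SNCA 5'UTR luciferase fusion; 0% = DMSO wells and 100% = positive control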
HSF-1 act: increases HSF-1 driven luciferase reporter signal; NIH3T3-HGL HSF-1 luciferase reporter, MG132, 8 h; 100% = twice DMSO control signal; activation, % at 9 µM; actives 1.7% (n = 300,000); AID 504408;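 active means mean replicate activation of at least 50% with a set share of replicates each reaching 50%; inconclusive means only one of those two conditions met; inactive means mean below 50% and too few replicates reaching it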;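 further: 0% = median of the neutral control wells and 100% = twice that signal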
KLF5 inh: inhibitors of KLF5 expression; actives 0.23% (n = 290,000); inhibition, % at 5 µM; DLD-1 KLF5 promoter-luciferase reporter, luminescence;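 active means inhibition above a per-plate limit of that plate's mean compound inhibition plus 3 SD, cut at about 60% in these data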;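 further: 0% = DMSO wells and 100% = LY294002 at 200 µM; higher means less KLF5 promoter-driven luciferase light; inactives centre near -14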
SKKanGAS inh: inhibitors of SKKanGAS S. pyogenes growth in kanamycin (SK-promoter or general growth effect); BacTiter-Glo, 6 h; actives 1.3% (n = 300,000); inhibition, % at 7.5 µM;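 active means mean replicate score, as percent of positive control median, at least 50; inconclusive means mean below 50 but one replicate at or above 50; inactive means mean and every replicate below 50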;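 further: strain carries kanamycin resistance gene driven by streptokinase promoter and grows in 40 µg/ml kanamycin; loss of luminescence reflects streptokinase promoter inhibition or plain growth inhibition; 0% = median of DMSO wells and 100% = positive control at its reference dose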
HSF1 inh: HSF1 inhibition | NIH3T3-HGL HSE-luciferase, MG132-induced, luminescence 8 h; stronger effect = lower value | activity change, negative = inhibition, % at 7.5 µM (by protocol) | actives 0.77% (n = 300,000);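 active means more than half of replicate wells show activity change below -50%, luminescence cut by over half; inconclusive means some wells, but at most half, below -50%; inactive means no replicate well below -50%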;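 further: luciferase reports HSF-1 transcriptional activity via heat shock element; 0% = median of DMSO wells and -100% = zero luminescence signal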
IEC-6 cytotox: counter-screen for KLF5 inhibitors: cytotoxicity in IEC-6 cells; IEC-6 cytotoxicity, luminescence viability; inhibition, % at 5 µM; actives 0.78% (n = 290,000); in the data active means inhibition above about 22%;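 further: 0% = plate median of test compound wells and 100% = cytotoxic reference compound wells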
* marks the source's active call; other numbers are inactive results; ? = inconclusive; · = not tested or not shown.

smiles	Platelet DG rel	HIF act	AI-2 QS modul	HSP90 refold inh	aSyn UTR inh	HSF-1 act	KLF5 inh	SKKanGAS inh	HSF1 inh	IEC-6 cytotox
COC(=O)CNC(=O)CSc1ccccn1	8.1	-0.2	13.6	0.0	16.4	-7.1	9.1	-2.5	4.7	2.3
COc1ccc(Cn2c(N)c(C#N)c3nc4ccccc4nc32)cc1	4.9	-0.6	10.3	6.5	37.0	19.3	-6.1	5.5	19.9	5.0
CC(Oc1ccccc1)C(=O)N=Nc1c(O)[nH]c2ccc([N+](=O)[O-])cc12 (stereo unspecified)	-1.9	-0.2	11.3	0.3	-14.8	-9.5	8.2	13.4	-3.9	8.1
COc1nc(C)nc2c1sc1nc3c(cc12)COC(C)(C)C3	-2.4	1.9	23.1	5.9	-145.0	14.0	-118.3	8.2	4.9	1.0
CCOc1ccc(-n2c(=S)sc3c(=O)n(-c4ccccc4)c(SCC(=O)O)nc32)cc1	-8.0	-0.2	22.8	-7.6	5.2	-12.7	-25.5	2.0	-2.4	-2.7
CC1CCCCC1NC(=S)NC(=O)c1cccs1 (stereo unspecified)	15.9	-0.4	8.6	-1.7	6.1	1.2	-26.7	25.6	1.2	5.6
COc1ccc(-c2c(C)[nH]n3c(=O)c(Cc4ccccc4)c(C)nc23)cc1OC	-4.3	-0.3	0.6	-4.4	-5.1	5.7	-14.1	2.6	1.2	-2.4
COc1ccccc1/C=C/C(=O)NCC(=O)n1nc(C)cc1C	-11.8	-0.8	7.0	-2.2	-5.3	-4.2	1.5	2.1	-3.8	0.5
COc1ccc(N(CC(=O)N2CCN(Cc3ccccc3)CC2)S(C)(=O)=O)cc1Cl	-3.4	-4.0	24.2	-3.2	-1.6	-0.2	-44.6	0.3	-8.2	0.8
O=c1c(Cc2c(F)cccc2Cl)c(O)ccn1CCCN1CCOCC1	-0.1	-0.4	-5.0	-2.2	-1.1	0.2	-4.7	1.2	-3.1	-3.6
C=C(C)COc1ccc(-c2[nH]ncc2Oc2ccc(OC)cc2)c(O)c1	0.3	0.4	51.3	-3.5	-29.0	8.4	1.9	55.7*	2.4	-4.4
N#C/C(=C/c1ccc(N2CCCCC2)o1)C(=O)Nc1ccc(Cl)cc1	10.2	3.3	12.0	-1.3	-152.0	27.6	-161.7	2.2	21.1	-0.6
Cc1ccc(/C(O)=C2/C(=O)C(=O)N(c3ccccn3)C2c2ccc([N+](=O)[O-])cc2)cc1 (stereo unspecified)	-1.8	0.7	-0.3	0.1	1.9	46.3	-44.6	26.9	10.4	-1.5
CCCCN(C(=O)c1ccc2c(c1)OCO2)c1ccccc1	1.3	0.0	5.4	-2.6	-8.9	-23.1	-6.5	6.2	-0.7	-1.5
CCCCCOc1ccc(C2C(C(C)=O)=C(C)Nc3ncnn32)cc1OC (stereo unspecified)	-2.8	-0.5	5.8	-0.7	-13.6	21.6	17.4	-3.6	-1.7	3.8
COc1cc(C(F)(F)F)ccc1C(=O)NCCc1ccco1	1.5	3.6	6.5	0.0	-162.9	35.2	-132.9	-1.4	-0.5	7.2
CCc1c(C)sc(NC(=O)C2CC2c2ccccc2)c1C(N)=O (stereo unspecified)	-3.8	-0.1	5.4	2.3	9.6	11.2	16.9	-9.3	-3.2	4.5
Cc1nc([N+](=O)[O-])c(N2CCN(Cc3ccccc3)CC2)n1Cc1ccccc1	4.4	-1.4	19.9	0.4	7.7	1.0	9.7	-2.5	-0.6	4.1
COCCNC(=O)c1ccc(N(C)S(=O)(=O)c2ccc(OC)c(OC)c2)cc1	2.5	0.6	31.4	-1.7	6.8	-6.4	-2.7	-4.3	-11.3	-0.6
O=C(NC1CC1)C1=C[C@H](C2CC2)C[C@H](OCCCCO)O1	-2.3	-0.9	0.0	4.4	-15.7	-9.8	-1.5	0.6	-1.3	-2.4
CCOC(=O)N1CCN(c2nc(-c3cccs3)cc(C(F)(F)F)n2)CC1	-2.7	-1.3	9.9	-2.5	-2.9	6.2	-19.4	-8.6	-1.2	2.7
CCOC(=O)c1sc2nc(CSc3ccccc3)[nH]c(=O)c2c1C	-8.8	-0.9	4.3	2.5	22.6	25.5	0.6	-5.2	10.0	-1.1
COc1ccccc1CN1CC(C(=O)NCCc2ncccc2C)CCC1=O (stereo unspecified)	3.8	-0.2	10.9	-1.8	-10.5	79.0*	5.7	1.0	31.1	0.3
Cc1ccc(C)c(NS(=O)(=O)c2ccc3[nH]c(=O)oc3c2)c1	1.0	-0.1	10.7	4.3	8.0	-16.7	-43.3	1.9	1.5	0.3
CCOc1ccc2nc(N/C(N)=N/C(=S)Nc3cccc(OC)c3)nc(C)c2c1	-2.2	0.5	26.2	-0.1	-33.2	19.6	20.1	9.5	3.7	-4.6

Part of the list above, with values under each structure:
Value order: Platelet DG rel, HIF act, AI-2 QS modul, HSP90 refold inh, aSyn UTR inh, HSF-1 act, KLF5 inh, SKKanGAS inh, HSF1 inh, IEC-6 cytotox
> COCCNC(=O)c1ccc(N(C)S(=O)(=O)c2ccc(OC)c(OC)c2)cc1
 : 2.5, 0.6, 31.4, -1.7, 6.8, -6.4, -2.7, -4.3, -11.3, -0.6
> O=C(NC1CC1)C1=C[C@H](C2CC2)C[C@H](OCCCCO)O1
 : -2.3, -0.9, 0.0, 4.4, -15.7, -9.8, -1.5, 0.6, -1.3, -2.4
> CCOC(=O)N1CCN(c2nc(-c3cccs3)cc(C(F)(F)F)n2)CC1
 : -2.7, -1.3, 9.9, -2.5, -2.9, 6.2, -19.4, -8.6, -1.2, 2.7
> CCOC(=O)c1sc2nc(CSc3ccccc3)[nH]c(=O)c2c1C
 : -8.8, -0.9, 4.3, 2.5, 22.6, 25.5, 0.6, -5.2, 10.0, -1.1
> COc1ccccc1CN1CC(C(=O)NCCc2ncccc2C)CCC1=O (stereo unspecified)
 : 3.8, -0.2, 10.9, -1.8, -10.5, 79.0*, 5.7, 1.0, 31.1, 0.3
> Cc1ccc(C)c(NS(=O)(=O)c2ccc3[nH]c(=O)oc3c2)c1
 : 1.0, -0.1, 10.7, 4.3, 8.0, -16.7, -43.3, 1.9, 1.5, 0.3
> CCOc1ccc2nc(N/C(N)=N/C(=S)Nc3cccc(OC)c3)nc(C)c2c1
 : -2.2, 0.5, 26.2, -0.1, -33.2, 19.6, 20.1, 9.5, 3.7, -4.6

Next section
smiles	Platelet DG rel	HIF act	AI-2 QS modul	HSP90 refold inh	aSyn UTR inh	HSF-1 act	KLF5 inh	SKKanGAS inh	HSF1 inh	IEC-6 cytotox
N#C/C(=N\Nc1cccc(Cl)c1)C(=O)c1ccccc1	3.3	1.3	11.3	-7.4	-48.2	8.4	-57.1	24.8	-2.4	7.1
COc1ccc(OC)c(-c2nc3ccccc3nc2-c2ccccc2)c1	-5.0	0.2	30.6	1.9	22.2	5.3	-2.1	3.9	0.2	2.1
Cc1cccc(Sc2c([N+](=O)[O-])ncn2C)c1	-0.6	0.1	5.2	0.1	-21.2	10.5	-21.7	-1.5	9.9	0.7
Cc1cc(C(F)F)n2ncc(C(=O)NCCc3ccc(Cl)cc3)c2n1	7.3	-0.8	-0.8	3.7	2.7	0.2	-13.3	3.7	-0.9	0.9
Clc1ccc2c(c1)c1cc(Cl)ccc1n2CN1CCOCC1	-1.3	0.1	55.2	1.7	-2.8	-7.8	9.5	32.7	0.1	0.0
CCC(=O)NC1(C(F)(F)F)C(=O)Nc2c1c(=O)n(C)c(=O)n2C (stereo unspecified)	1.1	0.1	27.8	2.1	-14.2	-2.5	-1.2	-4.5	-6.9	-7.3
Cc1ccc(N(C(=O)CS(=O)CC(=O)Nc2ccc(F)cc2)C(C(=O)NC2CCCCC2)c2ccco2)cc1 (stereo unspecified)	-6.0	-0.2	15.8	-7.2	39.5	-5.7	-5.1	0.5	1.7	11.4
CCc1cc(N2CCOCC2)cc2c1[nH]c1ccccc12	14.9	-0.1	27.7	-4.8	19.4	-32.6	-1.7	·	-10.7	1.3
Cc1cc(-c2nn(-c3ccccc3F)cc2CNCCc2cnccn2)c(C)s1	0.6	-0.1	7.1	2.5	11.5	10.9	-4.0	-1.9	4.0	2.5
Cc1ccc(C)c(NC(=S)NNc2ccc(F)cc2F)c1	1.2	1.2	24.4	0.2	-2.3	27.6	14.1	7.9	0.6	1.5
O=C(Nc1ccccc1)/C(=C/c1ccc2c(c1)OCO2)NC(=O)c1ccco1	-3.0	-0.5	6.8	-3.1	0.4	-3.8	-4.4	-5.0	-7.6	-2.5
COc1ccccc1NC(=O)Cc1nnc(SCC(=O)NC2CCCC2)n1C	3.7	-0.8	·	-1.4	-8.8	-0.9	-15.0	-3.7	-0.3	-8.2
Cc1ccc(NC(=O)CN2C(=O)NC3(CCCCC3C)C2=O)cc1S(=O)(=O)N1CCCCC1 (stereo unspecified)	-0.7	-1.3	8.0	·	3.9	23.1	·	-2.1	8.9	·
CC1CCCC(C)N1CCCNC(=O)C(=O)Nc1ccc2nc3n(c(=O)c2c1)CCCCC3 (stereo unspecified)	-7.7	0.0	11.6	-5.0	-2.8	0.2	-57.8	-2.9	-9.4	-1.4
COc1ccc(/C=N/NC(=S)Nc2cc(C(F)(F)F)ccc2Cl)cc1	1.3	0.0	-2.3	0.9	-40.4	-0.3	-9.5	-16.3	-1.7	2.9
O=C(NCCN1CCOCC1)c1cc(Sc2cccc(Cl)c2)nc2ccccc12	-2.3	-0.3	17.0	-5.4	-30.0	14.4	-4.3	-1.5	6.1	1.3
N#CCC(=O)N/N=C/c1cn(Cc2ccc(Cl)c(Cl)c2)c2ccccc12	5.0	-3.7	17.6	-0.6	?	7.7	7.7	18.5	4.1	-1.6
CCCn1nnc(NC(=O)c2ccc([N+](=O)[O-])cc2Cl)n1	3.7	0.1	21.9	-1.4	-35.1	20.0	-85.1	-4.2	8.5	3.2
CC(Sc1nc(-c2ccccc2)cc(C(F)(F)F)n1)C(=O)NCCN1CCOCC1 (stereo unspecified)	-31.8	0.5	1.6	0.8	-10.3	0.4	-1.1	-4.4	-0.5	-7.2
CN(c1ccccc1)S(=O)(=O)c1cccc(NC(=O)c2cc(=O)c3ccccc3o2)c1	6.1	-0.4	2.5	3.9	11.6	-0.6	9.7	17.8	-2.6	-0.8
COC(=O)c1ccccc1NC(=O)CS(=O)(=O)Cc1nc(-c2ccc(C)cc2)oc1C	0.4	-0.1	68.0	-3.2	39.8	-3.1	-15.1	-4.0	2.4	-3.9
CC(C)CNC(=O)c1ccccc1SCC(=O)NC12CC3CC(CC(C3)C1)C2	0.1	-0.3	4.9	0.5	12.9	7.5	-6.0	-1.9	5.4	5.6
CCOC(=O)c1nn(-c2ccccc2)c2nnc(Cc3ccccc3)c(=O)n12	-2.7	3.6	31.1	-1.1	6.9	-5.0	-12.4	1.6	-3.3	-7.1
